APOBEC3G inh: blocks human APOBEC3G single-stranded DNA deamination. actives 0.28% (n = 330,000). recombinant A3G, ssDNA deamination FAM/TAMRA fluorescence. inhibition, % at 20 µM;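 active = inhibition of at least 40% at 20 µM, with no more than 30% in the related APOBEC3A deaminase screen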;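 also: plate controls were DMSO wells with A3G for no effect and wells lacking A3G enzyme for full effect; some compounds called inactive have numbers as strong as hits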
NALP3 yeast inh: NALP3 inhibition in yeast; Yeast reconstituted NLRP3/ASC/caspase-1, beta-gal luminescence, 24 h; inhibition, % at 10 µM; actives 0.39% (n = 330,000); AID 2825;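 active = inhibition of 50% or more; inactive = inhibition below 50%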;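 also: plate controls were induced DMSO wells for no effect and uninduced yeast grown without galactose for full effect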
TIM10 inh: growth inhibitors of TIM10 yeast strain. S. cerevisiae TIM10 strain growth, BacTiter-Glo luminescence, 24 h. inhibition, % at 10 µM. AID 463195. actives 1.4% (n = 330,000);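 active = inhibition of 40% or more at the single tested concentration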;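 also: wild-type TIM10 isogenic control strain grown at permissive 25 °C; 0% = DMSO yeast wells and 100% = minimal medium wells without yeast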
APOBEC3A inh: inhibitors of human APOBEC3A DNA deaminase; P31941; recombinant A3A, FAM/TAMRA ssDNA deamination fluorescence; inhibition, % at 20 µM; actives 0.41% (n = 330,000);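 active = at least 40% inhibition at 20 µM here, with at most 30% in a related deaminase screen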;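 also: plate controls were A3A with DMSO for no effect and wells lacking A3A enzyme for full effect; some results filed as inactive read as strong as hits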
Target sequence (P31941 whole entry, looked up): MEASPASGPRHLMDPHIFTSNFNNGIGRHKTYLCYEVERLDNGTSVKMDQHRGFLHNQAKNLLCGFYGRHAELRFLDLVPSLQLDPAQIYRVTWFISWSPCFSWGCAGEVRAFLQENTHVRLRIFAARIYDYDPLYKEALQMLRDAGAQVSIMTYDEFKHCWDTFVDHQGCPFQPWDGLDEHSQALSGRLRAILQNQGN
mIAP block: mouse IAP inhibition. inhibition, % at 10 µM. actives 0.2% (n = 330,000). AID 2806. purified mouse IAP, CDP-Star luminescence, 30 min;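 active = inhibition of at least 40% at 10 µM in the primary screen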;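 also: plate controls were DMSO with enzyme for no effect and no enzyme wells for full effect; values of inactives mirror those of a sister screen read the other way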
tim10-1 inh: tim10-1 yeast growth inhibition; S. cerevisiae tim10-1 ts strain growth, BacTiter-Glo, 24 h; actives 2.2% (n = 330,000); inhibition, % at 20 µM;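 active = inhibition of at least 40%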;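 also: mutant grown at 25 °C; 0% = DMSO wells with yeast and 100% = wells holding no yeast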
beta cell repl: inducers of beta-cell replication in MIN6 cells; AID 2380; actives 0.29% (n = 330,000); proliferation, % at 10 µM; MIN6 cells proliferation, ATPlite luminescence, 48 h; cells starved in 0.2% serum; 100% = growth in 10% serum;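 active = compounds whose signal lies at least 3.5 SD above the mean of all wells on their plate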;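 also: 0% = DMSO-treated cells in low-serum medium and 100% = 10% serum control; some compounds called inactive have numbers as strong as hits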
hIAP inh: human IAP inhibition; purified IAP, CDP-Star luminescence, 30 min; inhibition, % at 10 µM; actives 0.12% (n = 330,000); AID 2544;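 active = inhibition reaching a set limit with compound at 10 µM in the primary screen, cut at about 35% in these data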;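 also: plate controls were DMSO wells with enzyme for no effect and no-enzyme buffer wells for full effect; values of inactives mirror those of a sister screen read the other way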
Target sequence (P09923 whole entry, looked up): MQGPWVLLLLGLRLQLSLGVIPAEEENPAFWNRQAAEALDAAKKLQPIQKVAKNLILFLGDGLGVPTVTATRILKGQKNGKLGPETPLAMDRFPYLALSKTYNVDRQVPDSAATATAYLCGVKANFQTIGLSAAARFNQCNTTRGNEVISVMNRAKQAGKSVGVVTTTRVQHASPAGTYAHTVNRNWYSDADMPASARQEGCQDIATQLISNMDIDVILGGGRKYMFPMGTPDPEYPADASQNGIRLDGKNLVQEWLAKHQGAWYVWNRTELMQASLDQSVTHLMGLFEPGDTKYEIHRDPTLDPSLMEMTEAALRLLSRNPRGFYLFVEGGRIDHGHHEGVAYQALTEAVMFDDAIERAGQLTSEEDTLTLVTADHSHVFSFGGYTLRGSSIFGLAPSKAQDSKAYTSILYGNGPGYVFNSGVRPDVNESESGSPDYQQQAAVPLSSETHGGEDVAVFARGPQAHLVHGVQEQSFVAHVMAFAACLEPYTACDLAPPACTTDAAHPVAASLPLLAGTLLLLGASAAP
mIAP act: mouse IAP activation | muIAP, CDP-Star luminescence, 30 min; stronger effect = higher value; 1 = vehicle-only enzyme signal, 0 = enzyme-free wells | activation factor at 10 µM | actives 0.24% (n = 330,000) | AID 2805;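 active = activation factor of at least 2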; also: the source names both 10 and 20 µM as test concentration; values of inactives mirror those of a sister screen read the other way
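Assay system: mouse IAP enzyme; Reagent: CDP-Star chemiluminescent phosphatase substrate; Compound: DMSO-dissolved test compounds; Incubation: 30 min, room temperature; Technique: luminescence from enzymatic CDP-Star hydrolysis; Controls: DMSO-only wells and no-enzyme negative control.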
Numbers without * were called inactive.

SMILES | APOBEC3G inh | NALP3 yeast inh | TIM10 inh | APOBEC3A inh | mIAP block | tim10-1 inh | beta cell repl | hIAP inh | mIAP act
Cc1ccccc1-c1cc2nc(C)c(C)c(=O)n2[nH]1 | -4 | 16 | 3 | -6 | 4 | -8 | 0 | 16 | 0.96
O=C(Nc1ccccc1C(F)(F)F)c1ncn[nH]1 | -4 | 2 | 2 | 2 | 11 | -20 | -2 | 3 | 0.89
CCOC(=O)C1=C(C)NC(C)=C(C(=O)OCC)C1C(=O)OCC(=O)NCc1ccc(F)cc1 | -5 | 5 | -3 | -1 | -1 | 5 | -5 | 4 | 1
CCCC(=N)C1=C(O)CC(CC(C)SCC)CC1=O (stereo not drawn) | -4 | 17 | -2 | -2 | -9 | 12 | -2 | -3 | 1.1
O=[N+]([O-])c1cc(-c2ncccn2)cs1 | -5 | -1 | -16 | -4 | 3 | 7 | 1 | -1 | 0.97
O=C(Nc1c[nH]c(=O)[nH]c1=O)c1ccccc1Cl | -2 | 0 | -4 | -4 | -2 | -1 | -1 | -9 | 1
CCCC(=O)Nc1cccc(NC(=O)c2ccc(C)c([N+](=O)[O-])c2)c1 | -5 | 7 | -16 | 2 | 2 | -1 | -1 | -4 | 0.98
Fc1ccc(N2CCN(/C=C/c3nnnn3-c3ccccc3)CC2)cc1 | -9 | -3 | -14 | -7 | -6 | 30 | 0 | 1 | 1.1
COc1cc(CCC(=O)OCC(=O)Nc2cccc(S(=O)(=O)N(C)C)c2)cc(OC)c1OC | -8 | 25 | 11 | -7 | -6 | 2 | 0 | -22 | 1.1
Cc1cccc(-n2ncc3c2CCCC3NC(=O)C2(C(N)=O)CC2)c1C (stereo not drawn) | 6 | 17 | 9 | 0 | -4 | 16 | -7 | -13 | 1
CCOC(=O)CSc1cc(C(F)(F)F)nc(-c2ccccn2)n1 | -3 | 7 | 4 | 2 | -10 | 14 | 0 | 12 | 1.1
COc1ccc2nc(SCC(C)=O)c(C#N)cc2c1 | -5 | 32 | 12 | -3 | -6 | 25 | -5 | 16 | 1.1
COCCN(C(=O)Cc1cccs1)c1nnc(-c2cccnc2)s1 | -3 | 17 | 9 | -4 | -4 | 9 | 1 | -9 | 1
Cc1oc(C(C)(C)C)cc1C(=O)N1CCN(C(c2ccccc2)c2ccccc2)CC1 | 2 | 8 | 4 | 2 | -7 | 18 | -4 | 0 | 1.1
COc1cccc(-c2nc(CS(=O)(=O)CC(=O)NC3CC3)c(C)o2)c1 | 2 | 5 | -13 | 0 | -3 | -4 | 0 | 2 | 1
O=S(=O)(Cc1ccc(Cl)cc1)N1CCCCCC1 | -10 | -14 | 16 | 3 | 9 | 17 | 11 | -11 | 0.91
O=C(O)CCCC(=O)N1CCN(c2cccc(Cl)c2)CC1 | -1 | 6 | 4 | -1 | 3 | 8 | -2 | 2 | 0.97
Cc1ccc(NNC(=O)c2cc(C(C)(C)C)nn2Cc2ccccc2)cc1 | 31 | 25 | -15 | -3 | 8 | -24 | -1 | -3 | 0.92
CCc1nc2ccc(C(=O)NCc3ccc(C)o3)cc2nc1CC | -7 | 4 | 6 | -5 | 10 | 49* | 4 | 3 | 0.9
COC(=O)c1sccc1NC(=O)CSCCc1ccccn1 | 2 | 12 | 0 | 4 | 3 | 11 | -3 | -4 | 0.97
COc1ccc(C2CC(c3ccccc3)=NN2C(=O)COC(=O)c2nc3nc(C)cc(C)n3n2)cc1 (stereo not drawn) | 25 | -2 | 25 | 21 | -8 | 12 | -4 | 10 | 1.1
CC1CCCCN1C(=O)COC(=O)c1ccc2c(c1)C(=O)N(Cc1ccco1)C2=O (stereo not drawn) | 3 | 10 | 3 | 2 | -1 | 9 | -2 | -3 | 1
C/C(Cc1ccccc1)=N\NC(=O)CNC(=O)Cc1ccccc1 | -5 | 20 | -14 | 11 | -13 | -23 | -2 | 8 | 1.1
CC(=O)Nc1ccc(C(=O)OCC(=O)N2CCCC2)cc1 | -5 | 2 | -12 | -1 | -2 | -1 | 0 | 3 | 1
OCCNc1nc(Nc2ccccc2)nc(Nc2ccccc2)n1 | -4 | 10 | 13 | 2 | -1 | 16 | 0 | -14 | 1
The list goes on.
SMILES | APOBEC3G inh | NALP3 yeast inh | TIM10 inh | APOBEC3A inh | mIAP block | tim10-1 inh | beta cell repl | hIAP inh | mIAP act
O=C(Cn1nnc(-c2ccccc2)n1)N/N=C/c1ccc(-c2ccc(Cl)cc2)o1 | -10 | -8 | -19 | -7 | 11 | 9 | -3 | -28 | 0.89
COc1ccc2c(c1)CCC(C)N2S(=O)(=O)c1ccc(C2CNC(=O)C2)cc1 (stereo not drawn) | 0 | -4 | 2 | 2 | -6 | 7 | -2 | -13 | 1.1
COc1ccc(-c2csc3ncn(-c4ccc(C)cc4)c(=O)c23)cc1OC | -16 | 5 | 35 | -2 | -8 | 32 | 0 | 10 | 1.1
Cc1ccnc(SCc2cn3c(C)cccc3n2)n1 | -7 | 7 | 11 | -4 | 3 | 6 | -2 | -7 | 0.97
CCN(CC)CCNC1=NCCn2c1cc1cc(OC)ccc12 | -4 | 0 | -91 | 2 | -7 | -51 | -5 | -5 | 1.1
COc1ccc2cc(/C=N/NC(=O)c3c(Cl)cnn3C)c(Cl)nc2c1 | -3 | 10 | -6 | -1 | 19 | 13 | 0 | -8 | 0.81
N/C(COc1ccc(Cl)cc1)=N\NS(=O)(=O)c1ccccc1 | -5 | 3 | -24 | 0 | 7 | 12 | -1 | 9 | 0.93
C=CCOc1ccc(/C=N/O)cc1Cl | -4 | 13 | -15 | 2 | -10 | 0 | -4 | -8 | 1.1
COc1cccc(CNC(=O)COC(=O)CNC(=O)c2ccc(-c3ccccc3)cc2)c1 | -9 | 10 | 5 | -4 | -5 | 9 | 1 | 1 | 1
COc1ccc(NC(=O)/C=C/c2ccc(C)o2)cc1S(=O)(=O)N1CCOCC1 | -4 | -7 | -3 | -2 | -2 | 13 | 3 | 7 | 1
CCOC(=O)COc1ccc(S(=O)(=O)NC2CC2)cc1 | -5 | 18 | -5 | -5 | -2 | 0 | -3 | 16 | 1
Cn1c(SCC(=O)NC2CCCCC2)nnc1-c1ccccc1O | -6 | 8 | -3 | -1 | -3 | -5 | 0 | 4 | 1
Cc1cc(C)n2nc(SC(C)C(=O)N3CC(C)OC(C)C3)nc2n1 (stereo not drawn) | -9 | 10 | -14 | -2 | 6 | -9 | -3 | -10 | 0.94
CCCn1c(SCC(=O)N2CCCC2=O)nc2ccccc2c1=O | -5 | 17 | 4 | 3 | -6 | 5 | 10 | -2 | 1.1
Cc1ccc(S(=O)(=O)ON2C(=O)c3cccc4cccc(c34)C2=O)cc1 | 1 | 4 | 32 | 1 | -1 | 3 | -1 | 2 | 1
Cc1ccc(C(CNS(=O)(=O)c2ccccc2)N2CCN(C)CC2)cc1 (stereo not drawn) | 11 | 10 | 14 | 2 | -7 | 11 | 0 | 10 | 1.1
Nc1nc(NCc2ccccc2)nc(Nc2ccc(F)cc2)c1[N+](=O)[O-] | -1 | 16 | -15 | 0 | 8 | 7 | 2 | 6 | 0.92
Cc1ccc(-c2ccc(/C=N/N3C(=O)C4C5C=CC(C6CC56)C4C3=O)o2)c([N+](=O)[O-])c1 (stereo not drawn) | -9 | 27 | 2 | -5 | 15 | 3 | -3 | -7 | 0.85
Cc1ccnn1CC(=O)N/N=C/c1cn[nH]c1-c1ccccc1 | -4 | 12 | 2 | -2 | -1 | 8 | -2 | -2 | 1
COC(=O)CCC(=O)OC1(C)C(=O)C2=CN(c3ccc(OC)cc3)C(c3ccc(OC)cc3)=CC2=C(Br)C1=O (stereo not drawn) | -11 | 16 | -16 | -1 | 14 | -20 | -2 | 26 | 0.86
Cc1ccc(NC(=O)CN2CC(C)SC2=NC2CCCCC2)cc1 (stereo not drawn) | 11 | 17 | 1 | 30 | -1 | 22 | 0 | -27 | 1
COc1cc(C2NC(=O)NC(C)=C2C(=O)OC2CCC(C)CC2)ccc1O (stereo not drawn) | 26 | 10 | 4 | -5 | 7 | 18 | -5 | -22 | 0.93
CC1NC(=O)NC1CCCCCC(=O)Nc1ccc(F)cc1 (stereo not drawn) | 1 | -5 | -1 | 8 | -3 | 10 | -2 | -7 | 1
CCOc1ccc(NC(=O)CCNS(=O)(=O)c2cccs2)cc1 | -7 | 6 | 0 | -2 | 12 | 5 | -2 | 3 | 0.88
CN(C)CCNC(=O)c1c(O)c2c([nH]c1=O)CCCC2 | 12 | 16 | -5 | -4 | 0 | -5 | 0 | 5 | 1
COCCOc1nc2c(c(=O)n(C)c(=O)n2C)n1CCc1ccccc1 | -8 | 11 | 14 | -5 | -10 | 23 | 0 | -4 | 1.1
Cc1cn(CCC(=O)Nc2ccc(N3CCOCC3)cc2)c2ccccc12 | -5 | 16 | 20 | -5 | -7 | 16 | -1 | 2 | 1.1
COn1c(=O)c(=O)n(O)c2ccccc21 | -3 | 13 | 2 | -1 | -4 | 13 | 5 | 17 | 1
O=C(C[C@H]1C/C=C/CC[C@H](Cc2ccc(F)cc2)C(=O)O[C@H](c2ccccc2)CNC1=O)NCCO | -4 | -4 | 12 | -5 | 0 | 7 | -2 | 24 | 0.99
O=C(OCC#CCSc1nnc(-c2cccc3ccccc23)o1)c1ccc(Cl)cc1 | -10 | 17 | -24 | -3 | 6 | 2 | -5 | -15 | 0.94

A second format for part of the listing above:
| SMILES | APOBEC3G inh | NALP3 yeast inh | TIM10 inh | APOBEC3A inh | mIAP block | tim10-1 inh | beta cell repl | hIAP inh | mIAP act |
| --- | --- | --- | --- | --- | --- | --- | --- | --- | --- |
| O=C(Cn1nnc(-c2ccccc2)n1)N/N=C/c1ccc(-c2ccc(Cl)cc2)o1 | -10 | -8 | -19 | -7 | 11 | 9 | -3 | -28 | 0.89 |
| COc1ccc2c(c1)CCC(C)N2S(=O)(=O)c1ccc(C2CNC(=O)C2)cc1 (stereo not drawn) | 0 | -4 | 2 | 2 | -6 | 7 | -2 | -13 | 1.1 |
| COc1ccc(-c2csc3ncn(-c4ccc(C)cc4)c(=O)c23)cc1OC | -16 | 5 | 35 | -2 | -8 | 32 | 0 | 10 | 1.1 |
| Cc1ccnc(SCc2cn3c(C)cccc3n2)n1 | -7 | 7 | 11 | -4 | 3 | 6 | -2 | -7 | 0.97 |
| CCN(CC)CCNC1=NCCn2c1cc1cc(OC)ccc12 | -4 | 0 | -91 | 2 | -7 | -51 | -5 | -5 | 1.1 |
| COc1ccc2cc(/C=N/NC(=O)c3c(Cl)cnn3C)c(Cl)nc2c1 | -3 | 10 | -6 | -1 | 19 | 13 | 0 | -8 | 0.81 |
| N/C(COc1ccc(Cl)cc1)=N\NS(=O)(=O)c1ccccc1 | -5 | 3 | -24 | 0 | 7 | 12 | -1 | 9 | 0.93 |
| C=CCOc1ccc(/C=N/O)cc1Cl | -4 | 13 | -15 | 2 | -10 | 0 | -4 | -8 | 1.1 |
| COc1cccc(CNC(=O)COC(=O)CNC(=O)c2ccc(-c3ccccc3)cc2)c1 | -9 | 10 | 5 | -4 | -5 | 9 | 1 | 1 | 1 |
| COc1ccc(NC(=O)/C=C/c2ccc(C)o2)cc1S(=O)(=O)N1CCOCC1 | -4 | -7 | -3 | -2 | -2 | 13 | 3 | 7 | 1 |
| CCOC(=O)COc1ccc(S(=O)(=O)NC2CC2)cc1 | -5 | 18 | -5 | -5 | -2 | 0 | -3 | 16 | 1 |
| Cn1c(SCC(=O)NC2CCCCC2)nnc1-c1ccccc1O | -6 | 8 | -3 | -1 | -3 | -5 | 0 | 4 | 1 |

Screens: PubChem, Sanford-Burnham Center for Chemical Genomics
